sEH inh: soluble epoxide hydrolase inhibitors, primary screen, biochemical, human sEH; Bifunctional epoxide hydrolase 2 (Homo sapiens), P34913; recombinant human sEH enzymatic activity assay; inhibition, % at 2 µM; 0.34% of 91,000 active; in the data active means inhibition above about 80%; further: values of inactives mirror those of a sister screen read the other way; many of its hits are not listed in these tables
Mac1 fbg enh: enhancers of CD11b/CD18 adhesion to fibrinogen, primary screen, K562 cells, luminescence; ATPlite luminescence; activation, % at 10 µM; 0.07% of 93,000 active; Integrin beta-2 (Homo sapiens) + Integrin alpha-M (Homo sapiens), P05107+P11215;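 active means 10 µM primary screen giving 50% or more activity, confirmed by 40% or more on retest at that dose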; further: strong numbers were not always called active; reference of the scale not given here
MT1-MMP txn act: MT1-MMP promoter reporter activation – cell-based, luciferase luminescence, primary screen; 0.16% of 86,000 active; HT1080 MT1-MMP promoter luciferase reporter, overnight; active compounds read high; activation factor at 10 µM;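 active means activation factor of at least 2 for MT1-MMP transcription at 10 µM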
Smad3 inh: Smad3/FoxH1 peptide binding inhibitors, primary screen, biochemical, TR-FRET; Mothers against decapentaplegic homolog 3 (Homo sapiens), P84022; TR-FRET Smad3/Dy647-FoxH1 peptide binding, europium anti-His; inhibition, % at 25 µM; 0.29% of 88,000 active;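 active means compounds that reduce the energy-transfer binding signal between the protein and its labelled peptide by more than half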;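 further: 0% = Smad3 plus labelled peptide maximal FRET and 100% = peptide-only background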
Target sequence (P84022 whole entry, looked up): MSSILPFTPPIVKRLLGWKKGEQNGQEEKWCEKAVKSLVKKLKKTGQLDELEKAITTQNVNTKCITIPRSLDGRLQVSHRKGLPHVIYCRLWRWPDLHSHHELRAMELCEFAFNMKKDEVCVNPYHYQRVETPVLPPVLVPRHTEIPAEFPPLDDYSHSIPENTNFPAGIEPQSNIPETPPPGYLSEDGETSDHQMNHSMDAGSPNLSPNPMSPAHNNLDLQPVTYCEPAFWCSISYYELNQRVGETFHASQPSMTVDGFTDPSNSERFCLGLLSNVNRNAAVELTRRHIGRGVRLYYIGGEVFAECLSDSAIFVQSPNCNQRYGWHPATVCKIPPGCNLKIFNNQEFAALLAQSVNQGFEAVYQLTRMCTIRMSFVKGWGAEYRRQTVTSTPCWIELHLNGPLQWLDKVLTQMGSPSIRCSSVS
sEH activator: soluble epoxide hydrolase activators, primary screen, biochemical, human sEH; AID 717, 2007; activation, % at 2 µM; 0.04% of 91,000 active; purified human sEH enzymatic activity, activator screen; in the data active means activation above about 37%; further: values of inactives mirror those of a sister screen read the other way
ERb SRC1 inh: inhibitors of ERβ-SRC1 coactivator interaction, primary screen, biochemical, TR-FRET, ERβ LBD, SRC-1 peptide | AID 633, 2007 | TR-FRET ER-beta LBD / SRC1-Cy5 peptide binding; receptor agonist-loaded with 1 µM estradiol | 1.3% of 86,000 active | inhibition, % at 25.6 µM;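 active means compounds whose percent inhibition of the receptor-coactivator binding signal exceeds about 50% in the single-dose screen, limit read from the data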;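 further: 0% = receptor plus peptide wells without compound and 100% = peptide-only wells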
CD11b adhes inh: inhibitors of CD11b/CD18 adhesion to fibrinogen, primary screen, K562 cells, luminescence; Integrin beta-2 (Homo sapiens) + Integrin alpha-M (Homo sapiens), P05107+P11215; ATPlite luminescence; Mn2+ added to activate the integrin; inhibition, % at 10 µM; 0.54% of 93,000 active; AID 1497, 2009;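 active means primary inhibition of 50% or more at 10 µM, then 40% or more on retest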; further: some results filed as inactive read as strong as hits
ERa coact pot: enhancers of ERα–SRC-1 coactivator binding, primary screen, biochemical, TR-FRET, ERα LBD, low estradiol. 1.3% of 86,000 active. TR-FRET ERalpha-LBD/SRC-Cy5 coactivator binding, 2 h; 100 = basal binding, no effect. coactivator binding (% of control), % at 25.6 µM. Estrogen receptor (Homo sapiens), P03372. AID 639, 2007; in the data active means activity above about 200%;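 further: binding measured in presence of low estradiol as agonist stimulus; 0% = peptide alone without receptor and 100% = receptor with peptide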
Target sequence (P03372 whole entry, looked up, the tested form may be a part): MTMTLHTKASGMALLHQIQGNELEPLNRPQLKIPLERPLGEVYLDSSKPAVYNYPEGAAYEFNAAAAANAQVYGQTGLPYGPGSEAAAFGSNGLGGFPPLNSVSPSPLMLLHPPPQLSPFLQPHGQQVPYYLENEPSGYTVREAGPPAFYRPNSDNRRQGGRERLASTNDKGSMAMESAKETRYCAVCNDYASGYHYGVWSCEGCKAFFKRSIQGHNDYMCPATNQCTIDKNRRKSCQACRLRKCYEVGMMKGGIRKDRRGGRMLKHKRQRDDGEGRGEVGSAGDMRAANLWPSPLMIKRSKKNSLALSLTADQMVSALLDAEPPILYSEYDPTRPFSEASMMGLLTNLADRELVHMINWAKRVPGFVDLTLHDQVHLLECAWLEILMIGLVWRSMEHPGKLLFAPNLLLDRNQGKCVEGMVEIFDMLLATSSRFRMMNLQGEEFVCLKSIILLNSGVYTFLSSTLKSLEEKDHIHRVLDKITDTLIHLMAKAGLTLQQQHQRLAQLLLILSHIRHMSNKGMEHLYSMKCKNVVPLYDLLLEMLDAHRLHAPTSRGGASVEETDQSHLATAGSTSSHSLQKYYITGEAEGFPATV
Candida biofilm: clotrimazole potentiators killing Candida biofilms, primary screen, with clotrimazole, Alamar Blue. C. albicans biofilm + clotrimazole. inhibition, % at 6 µM. 0.14% of 85,000 active;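 active means inhibition above 20%; inactive means inhibition below 20%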;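 further: preformed 24 hr biofilms exposed to compound for 48 hr; 0% = biofilm without compound and 100% = blank killed by clotrimazole plus chlorhexidine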
Starred values were filed as active, the others as inactive; nt = not tested or not shown; [ ] = dose if it differs, or a comment. An excerpt, so the mix of outcomes need not match the whole.

structure,sEH inh,Mac1 fbg enh,MT1-MMP txn act,Smad3 inh,sEH activator,ERb SRC1 inh,CD11b adhes inh,ERa coact pot,Candida biofilm
Cc1cc(C)c(C#N)c(SCC(=O)N(C)C2CCCCC2)n1,-11,0,1,3,10,-7,-11,93,9
COc1ccc(/C=C(/C#N)C(=O)Nc2cccc(C)c2C)cc1C(=O)O,-3,1,nt,nt,3,nt,-4,nt,nt
Cn1c(C(=O)N2CCCC(C(=O)O)C2)cc2sccc21 (stereo unspecified),-10,-7,1.1,9,11,-11[fluorescence artefact?],-15,126,3
O=C(NC1CCCC1)c1cccc(NC(=O)c2ccco2)c1,4,1,1.2,9,-4,2[fluorescence artefact?],24,109,4
O=C(Nc1ccc(Cc2ccc(NC(=O)N3CCOCC3)cc2)cc1)N1CCOCC1,nt,4,1.2,-8,nt,3,-10,120,10
Cc1cc(C(=O)NCCC2=CCCCC2)c(C)o1,4,-1,nt,5,-2,-12,0,100,1
Cc1nn(C)cc1CNC(=O)c1ccc(Br)o1,0,-4,1.1,4,2,-8,-1,114,2
Cc1ccc(NC(=O)CSc2nc3ccccc3c(=O)n2CCCC(=O)N2CCCC2)cc1,-2,0,1.3,10,2,10[fluorescence artefact?],3,85,9
O=C1Nc2ccccc2N(O)N1c1cc(-c2ccccc2Cl)no1,-7,-1,0.7,0,7,-1,-3,107,-5
CCOC(=O)c1sc(NC(=O)c2c(OC)cccc2OC)nc1C,-4,2,nt,12,6,-7,1,112,7
CC(C)C(c1nnnn1Cc1ccc(F)cc1)N1CCSCC1 (stereo unspecified),6,nt,1.1,-6,-2,0,nt,135,5
O=C1CCCN1C(=O)CCC(=O)N1CCCC1=O,8,1,1.1,1,-7,-9,-6,112,-1
CCN(CC)c1ccc(NC(=O)COC(=O)C23CCC(=O)N2c2ccccc2S3)cc1 (stereo unspecified),3,0,nt,nt,0,nt,8,nt,nt
Cn1ccnc1SCC(=O)NC1CC1,-1,-4,1.1,-16,1,-8,5,116,6
Nc1nnc(N2CCc3ccccc32)s1,nt,5,1.2,-7,nt,-9,20,108,11
Cc1ccc(C2C3=C(CC(C)(C)CC3=O)NC3=C2C(=O)CC(C)(C)C3)o1,nt,0,1.1,7,nt,7,1,130,1
COC(=O)C1=C(C)NC2=C(C(=O)CC(C)(C)C2)C1c1cccc(C)n1 (stereo unspecified),2,0,1.3,nt,-4,nt,2,nt,nt
CCOC(=O)NCc1ccc(S(=O)(=O)Nc2c(C)cccc2C)cc1,-12,0,1.1,20,10,2,3,108[fluorescence artefact?],-1
N#Cc1ccccc1NC(=O)CSc1nnc(-c2ccc(F)cc2)n1-c1ccccc1,3,0,1.1,0,-5,-7,10,91,5
O=C(CN1C(=O)c2ccccc2C1=O)Nc1cccnc1,0,-2,1.1,4,0,10,13,118,9
Cc1ccc(N2C(=O)c3ccc(C(=O)O)cc3C2=O)cc1C,2,-1,1.1,3,-4,-6,3,87,6
COC(=O)c1ccc(C(=O)OC)c(NC2=NS(=O)(=O)c3ccccc32)c1,4,23,1.2,-21[fluorescence artefact?],-1,-12[fluorescence artefact?],-38,171[fluorescence artefact?],5
CCOC(=O)c1nnn(-c2nonc2N)c1CN(CC)c1ccccc1,-9,-1,1.1,2,10,-6,-7,94,3
O=C(O)c1ccc(S(=O)(=O)NC2CCCc3ccccc32)cc1 (stereo unspecified),-5,1,1.1,nt,5,nt,28,nt,nt
Nc1nnc(SCC(=O)NC2CCCCC2)s1,16,nt,1.1,0,-14,-12[fluorescence artefact?],nt,95,0

Fields: sEH inh	Mac1 fbg enh	MT1-MMP txn act	Smad3 inh	sEH activator	ERb SRC1 inh	CD11b adhes inh	ERa coact pot	Candida biofilm
CCCCSc1nnc(-c2c[nH]c3ccccc23)n1C
    nt	-1	1.3	-3	nt	-15[fluorescence artefact?]	4	104	6
Nc1nnnn1NCc1cccc(OCc2ccccc2)c1
    -2	1	1	-6	-3	-9	12	106	4
CCNC(=O)NC(=O)CSc1nc2ccccc2n1CC(C)C
    -23	1	1.1	23	21	-6	-3	95	3
Cc1ccc(-n2nc(C)c3c2OC(N)=C(C#N)C3c2ccc(C)o2)cc1 (stereo unspecified)
    5	nt	1.3	-5	-2	-15	nt	109	3
Nc1cc(=O)[nH]c(SCCNS(=O)(=O)c2ccccc2)n1
    5	-2	1.3	-10	-7	-15[fluorescence artefact?]	0	104	7
COc1cccc(OC)c1C(=O)n1nc(C)cc1C
    -2	2	1.2	5	0	-4[fluorescence artefact?]	-5	106	8
CCn1c(SCC(=O)Nc2ccc3c(c2)OCCO3)nnc1-c1cccs1
    4	-3	1	-11	-4	-2	-2	97	-4
O=C(O)CNS(=O)(=O)c1ccc(F)cc1
    -15	12	1.1	9	13	-5[fluorescence artefact?]	-50	120	-3
C=CCSc1nc(C)c(CC=C)c(=O)[nH]1
    39	nt	1.2	-9	-37	-9	nt	113	-6
CCSc1ncc(Cl)c(C(=O)Nc2ccc(S(=O)(=O)Nc3onc(C)c3C)cc2)n1
    -14	6	1	2	11	-3	-47	112	4
Cc1cc(-c2nnc(-c3cc4ccccc4oc3=O)o2)c(C)n1-c1ccccc1
    nt	3	1.3	-1	nt	-8	-6	113[fluorescence artefact?]	5
Cc1ncsc1CCOC(=O)C12CC3CC(CC(C3)C1)C2
    9	-1	nt	nt	-6	nt	4	nt	nt
O=C(COC(=O)c1ccc[nH]c1=O)NCC1CCCO1 (stereo unspecified)
    0	nt	1.1	-4	4	4	nt	116	4
COc1ccc(OC)c(-n2c(SC)nnc2-c2c[nH]c3ccccc23)c1
    nt	1	1	11	nt	-12	-9	110[fluorescence artefact?]	0
CCCc1ccc(Oc2c(-c3ccc(O)c(C)c3O)n[nH]c2C)cc1
    nt	-8	1	4	nt	5[fluorescence artefact?]	29	115	6
O=C(NCCSc1ccccc1)c1ccco1
    6	-2	1.8	2	-5	-3	17	112	5
C#CCSc1nnc(-c2cccc3ccccc23)o1
    -1	nt	1.6	3	0	-5	nt	104[fluorescence artefact?]	3
CC(/C=C/c1ccccc1)=N/O
    nt	1	1.2	3	nt	-49[fluorescence artefact?]	-1	135[fluorescence artefact?]	4
NC(=O)C1(N2CCCCC2)CCN(C(=O)c2ccccc2)CC1
    9	5	1.1	-18	-10	7[fluorescence artefact?]	-1	102	1
O=C(CSc1ncn(-c2ccccc2)n1)Nc1ccc(Br)cn1
    11	-2	1.2	6	-9	-4	2	71	4
COc1ccccc1CNc1cc(C)ccc1C
    0	-1	1	2	-3	0	-8	92	2
Cc1ccc(NS(=O)(=O)c2ccc(NC(=O)C3CCCO3)cc2)cc1 (stereo unspecified)
    4	-4	1.1	-5	-2	-32	19	99	3
Cc1ccccc1N(C)S(=O)(=O)c1ccc2[nH]cc(C(=O)NCC3CCCO3)c(=O)c2c1 (stereo unspecified)
    nt	-3	1.2	11	nt	11	-14	57[fluorescence artefact?]	6
CC1(C)CC(CCC(=O)Nc2ccc(S(N)(=O)=O)cc2)C(=O)O1 (stereo unspecified)
    nt	0	1.1	0[fluorescence artefact?]	nt	-4	-6	89	-9
CCC(=O)N1Cc2ccccc2-c2ccccc2C1=O
    7	5	1.3	0	-6	-8	-4	95[fluorescence artefact?]	1
Fc1ccc(NCc2cccnc2)cc1
    -2	-7	1.1	-5	3	-2	0	92	6
COC(=O)c1ccc(OCC(O)Cn2nnc3ccccc32)cc1 (stereo unspecified)
    -10	-5	1.4	4	7	-3	2	115	8
O=C(COc1ccc(Cl)cc1Cl)N1CCCC1
    -11	3	1.1	4	6	0[fluorescence artefact?]	-16	116[fluorescence artefact?]	4
Cc1ccc(N2C(=O)CSC23C(=O)Nc2ccccc23)cc1 (stereo unspecified)
    nt	3	1.1	5	nt	-7[fluorescence artefact?]	6	129	8
CCCC(=O)NCc1cc(-c2nn(C)c(=O)c3ccccc23)ccc1C
    -2	nt	1.1	-16	5	-4	nt	91	0

The final 3 compounds of the part before are carried over, then new ones follow:
Fields: sEH inh	Mac1 fbg enh	MT1-MMP txn act	Smad3 inh	sEH activator	ERb SRC1 inh	CD11b adhes inh	ERa coact pot	Candida biofilm
O=C(COc1ccc(Cl)cc1Cl)N1CCCC1
    -11	3	1.1	4	6	0[fluorescence artefact?]	-16	116[fluorescence artefact?]	4
Cc1ccc(N2C(=O)CSC23C(=O)Nc2ccccc23)cc1 (stereo unspecified)
    nt	3	1.1	5	nt	-7[fluorescence artefact?]	6	129	8
CCCC(=O)NCc1cc(-c2nn(C)c(=O)c3ccccc23)ccc1C
    -2	nt	1.1	-16	5	-4	nt	91	0
COc1ccc(NC(=O)CC(C)C)c(OC)c1
    5	-8	1.1	-9	-6	-1[fluorescence artefact?]	-30	119[fluorescence artefact?]	4
CC1(C)Cc2ccccc2-c2nnc(-c3cccnc3)n21
    2	0	1	3	2	-4	-13	108	6
CCOC(=O)Cn1c(=O)oc2cc(S(=O)(=O)N(C)Cc3ccco3)ccc21
    4	-1	1	16[fluorescence artefact?]	-4	3	1	100	4
O=C(Cc1ccccc1)NCCCN1CCN(CCCNC(=O)Cc2ccccc2)CC1
    -7	3	1	5	7	-10	-3	137	6
CC1(C)Cc2c(ccc3ccccc23)C(c2cc3ccccc3oc2=O)=N1
    -15	0	1.1	6	14	18	-4	73[fluorescence artefact?]	10
Cc1ccccc1NCN1C(=O)C2C3C=CC(C3)C2C1=O (stereo unspecified)
    nt	-4	1.2	10[fluorescence artefact?]	nt	-7	-8	110	6
COc1cccc(CNC(=O)CSCc2cnn(-c3ccccc3)c2-n2cccc2)c1
    23	4	1.2	-17	-20	-4	16	104	7

Reprinted at random: 3 compounds from above.
Fields: sEH inh	Mac1 fbg enh	MT1-MMP txn act	Smad3 inh	sEH activator	ERb SRC1 inh	CD11b adhes inh	ERa coact pot	Candida biofilm
CC(/C=C/c1ccccc1)=N/O
    nt	1	1.2	3	nt	-49[fluorescence artefact?]	-1	135[fluorescence artefact?]	4
COc1ccc(/C=C(/C#N)C(=O)Nc2cccc(C)c2C)cc1C(=O)O
    -3	1	nt	nt	3	nt	-4	nt	nt
Cc1cc(C)c(C#N)c(SCC(=O)N(C)C2CCCCC2)n1
    -11	0	1	3	10	-7	-11	93	9
